# High-throughput results as filed in PubChem BioAssay.
# Tb PFK inh: blocks T. brucei phosphofructokinase; AID 485367; O15648; T. brucei PFK, ADP-Glo luminescence; 0.17% of 330,000 active; Potency, µM (series often up to 57.5 µM), for inactives: at the highest dose activity, negative = inhibition, hits mostly inhibitors;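 note: potency is the fitted concentration of half-maximal effect; 0% = uninhibited 1x PFK enzyme wells and -100% = no-enzyme wells; nearly all actives have a fitted effect of over 60% in size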
#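 1.25 nM PFK with 0.5 mM F6P and 0.1 mM ATP in 0.1 M TEA pH 8.0, 5 mM MgCl2, incubated 45 min at room temperature; ADP measured by ADP-Glo luminescence; compounds titrated up to 57 uM.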
# A-T KAP1 phos: potential ataxia-telangiectasia treatments restoring KAP-1 phosphorylation; Potency, µM (top dose mostly 57.5 µM), inactives show at the top dose activation, most hits filed as activators; […] A-T fibroblasts, KAP-1 phosphorylation AlphaLISA; neocarzinostatin DNA damage 30 min before lysis; 0.19% of 320,000 active; AID 485349; note: potency is the fitted concentration of half-maximal effect; % of control where 0% means no effect; nearly all actives have a fitted effect of over 45% in size
#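 ATM-like activity read as KAP-1 phosphorylation via AlphaLISA donor/acceptor antibody pairs after lysis and 6 hr at 25C. Cells were ATM-null patient fibroblasts ([…], hTERT), dosed 60 min, then exposed to the DSB inducer NCS for 30 min.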
# S-ASM inh: human S-ASM enzyme inhibition. P17405. placental ASM, HMU-PC fluorogenic substrate, 60 min. Potency, µM (series often up to 57.5 µM), for inactives: at the highest dose activity change, negative = inhibition, most hits filed as inhibitors. 0.006% of 340,000 active; note: potency is the fitted concentration of half-maximal effect
#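 HMU-PC0 cleavage (9 uM final) by human placental ASM, 60 min at 37 °C following 10 min compound exposure at RT; stopped at pH 10, fluorescence Ex 386/Em 447 nm.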
# Mito fusion yeast: blocks mitochondrial division or promotes mitochondrial fusion | S. cerevisiae fusion-defective mutant growth rescue, CellTiterGlo 48 h | Potency, µM (titrated, usually from 46.1 µM), for the others: at the top dose growth rescue (activation), hits mostly activators | 0.23% of 320,000 active | AID 485298;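 note: potency is the fitted concentration of half-maximal effect; % of control where 0% means no effect; nearly all actives have a fitted effect of over 45% in size; temperature-sensitive fusion mutants such as fzo1-1 at 37 °C on non-fermentable ethanol glycerol medium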
#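 Luminescent cell viability in 1536-well qHTS format served as the measure of rescued growth in ts fusion-mutant S. cerevisiae cultured on non-fermentable YPEG for 48 hours at 37C.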
# PTAP TSG101 blk: blocks PTAP/TSG101 interaction to inhibit HIV-1 budding; Q99816; Fluorescence polarization, FITC-PTAP peptide / Tsg101 binding; Potency, µM (top dose mostly 115 µM), inactives show at the highest dose activity change, negative = inhibition, actives largely listed as inhibitors; 340,000 tested, under 10 active; AID 493005; active = well fitted inhibition curve with a large enough effect in the main read-out, with a control signal flat, not every such curve was filed as active; inconclusive = small, poorly fitted or top-dose-only effect, or effect the other way, or a change in a side signal; inactive = no such curve, though single readings can be large or run the other way; note: potency is the fitted concentration of half-maximal effect; % of control where 0% means no effect
#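 FP read-out: FITC-PTAP peptide, 50 nM final, binding Tsg101 binding domain, 10 uM final; 20 min, r.t.; 10 mM HEPES pH 7.5, 0.15 M NaCl, 0.01% Tween 20, 3 mM EDTA, 0.1 mM TCEP.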
# ELG1 repair inh: inhibitors of ELG1-dependent DNA repair in HEK293T cells; HEK293T ELG1-luciferase reporter, luminescence, 16 h; DNA damage induced by 5-fluorouridine; Potency, µM (series often up to 46.1 µM), inactives show top-dose activity change, negative = inhibition, hits mostly inhibitors; 2.3% of 330,000 active; note: potency is the fitted concentration of half-maximal effect; % is set by controls: 0 for no effect and ±100 for the full control effect; nearly all actives have a fitted effect of over 55% in size
#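 Cells (2,000 per well) received 5-fluorouridine plus test compound or DMSO and were incubated 16 hr at 37 °C, 5% CO2. Luciferase activity was read by luminescence 30 min after ONE-Glo addition; signal suppression marked inhibition of damage-induced ELG1 function.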
# BCR signal inh: inhibitors of chronic active B-cell receptor signaling; ABC-DLBCL IkBa-CBG/CBR reporter, luminescence ratio, 4 h; Potency, µM (highest dose often 46.1 µM), without a hit: top-dose ratio change, negative = lower green/red ratio, most hits filed as inhibitors; 0.05% of 340,000 active; active = well fitted inhibition curve with a large enough effect in the signal ratio, with a control signal flat, not every such curve was filed as active; inconclusive = small, poorly fitted or top-dose-only effect, or effect the other way, or a change in a side signal; the % refers to the signal ratio;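 note: potency is the fitted concentration of half-maximal effect; plate controls were basal doxycycline-induced cells for no effect and cells given 10 µM MG132 for full effect; MG132 reads +100%, hits lower the ratio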
#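 TMD8 ABC-DLBCL cells carrying doxycycline-inducible green luciferase fused to IkappaBalpha plus unfused red luciferase were exposed to compounds (up to 46 uM) for 4 hrs at 37C. Activity came from the overlap-corrected green/red luminescence ratio.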
# Eya2 phos inh: blocks the phosphatase activity of human Eya2 | recombinant Eya2, OMFP fluorescence dephosphorylation (OMFP is methylfluorescein phosphate) | Potency, µM (series often up to 76.9 µM), without a hit: at the highest dose activity, negative = inhibition, usual class: inhibitors | AID 488837 | 0.006% of 330,000 active; note: potency is the fitted concentration of half-maximal effect; % is set by controls: 0 for no effect and ±100 for the full control effect
#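 Eya2 protein (added as 0.2 uM solution) was preincubated with compound for 10 min at ambient temperature in 50 mM HEPES pH 7.5, 50 mM NaCl, 5 uM MgCl2, 0.05% BSA, 1 mM DTT. OMFP (added at 50 uM) then reacted 10 min; fluorescence read at 485/525 nm.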
# TCR act: activators of T cell receptors; primary human leukocytes, anti-CD3, IL-2 HTRF, 48 h; Potency, µM (highest dose often 9.22 µM), for inactives: at the highest dose activation of IL-2 secretion, actives largely listed as activators; 330,000 tested, under 10 active; AID 504894; note: % of control where 0% means no effect
#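 48 hr co-incubation of compounds, a-CD3 beads and primary human leukocytes; IL-2 quantified homogeneously by HTRF with anti-IL-2 K and d2 conjugates.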
# TSHR antagonist: antagonists of human thyroid stimulating hormone receptor | P16473 | TSHR-expressing cells, TSH-stimulated cAMP HTRF, 2 h; hits give low values | activity change, negative = inhibition, % at 11.5 µM | 0.2% of 330,000 active;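 active = activity change below a set negative limit, meaning inhibition stronger than a set level, cut at about -70% in these data; inconclusive = activity change between two set negative limits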; note: % is set by controls: 0 for no effect and ±100 for the full control effect
# Target sequence (P16473 whole entry, looked up): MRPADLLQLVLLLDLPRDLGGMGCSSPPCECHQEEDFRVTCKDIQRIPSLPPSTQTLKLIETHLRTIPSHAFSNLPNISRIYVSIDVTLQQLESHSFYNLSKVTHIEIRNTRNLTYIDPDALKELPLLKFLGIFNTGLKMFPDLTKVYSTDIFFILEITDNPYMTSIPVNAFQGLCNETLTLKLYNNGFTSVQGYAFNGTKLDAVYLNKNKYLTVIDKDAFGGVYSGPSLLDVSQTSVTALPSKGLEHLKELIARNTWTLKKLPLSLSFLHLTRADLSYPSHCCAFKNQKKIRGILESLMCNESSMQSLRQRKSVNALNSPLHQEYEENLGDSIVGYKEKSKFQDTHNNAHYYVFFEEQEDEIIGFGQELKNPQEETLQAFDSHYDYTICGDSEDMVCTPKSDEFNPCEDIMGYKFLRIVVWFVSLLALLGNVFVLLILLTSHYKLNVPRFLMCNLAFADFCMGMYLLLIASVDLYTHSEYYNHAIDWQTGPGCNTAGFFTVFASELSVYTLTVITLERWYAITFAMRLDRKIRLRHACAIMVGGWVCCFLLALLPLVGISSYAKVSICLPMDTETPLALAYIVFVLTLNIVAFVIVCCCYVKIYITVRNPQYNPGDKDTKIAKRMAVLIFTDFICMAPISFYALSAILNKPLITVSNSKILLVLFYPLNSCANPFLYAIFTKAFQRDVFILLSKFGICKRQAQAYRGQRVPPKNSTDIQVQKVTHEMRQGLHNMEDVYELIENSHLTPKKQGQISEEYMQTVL
#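 TSHR-expressing cells were treated with compounds, then stimulated with TSH at EC80 (4nM final) for 2 hours at 37 deg C. Cellular cAMP was measured by HTRF competition between lysate cAMP and cAMP-d2 for a cryptate-labelled anti-cAMP antibody.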
# Integrin act MD: activates integrin-mediated alleviation for muscular dystrophy; 0.064% of 350,000 active; Potency, µM (doses to about 38.3 µM), inactives show at the highest dose activation, usual class: activators; alpha7betagal myoblasts, beta-gal FDG fluorescence, 48 h;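 note: potency is the fitted concentration of half-maximal effect; 100% = response of the positive control SU9516; nearly all actives have a fitted effect of over 60% in size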
#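 alpha7betagal+/- myoblasts (passage 13, 250/well) treated 48 h at 37C with compounds at 1:260 dilution of DMSO stock. Lysed, then beta-galactosidase activity read as FDG fluorescence (ex 480/em 540) after 30 min, with pre-read for autofluorescence.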
# An asterisk follows results filed as active; ? = inconclusive; · = not tested or not shown; [ ] = remark or other dose. Unless noted, calls come from the whole dose curve; as a rule, active = well fitted curve in the direction sought with a large enough effect; inconclusive = small, poorly fitted or top-dose-only effect, or another doubt; inactive = no such curve, though single readings can be large; an effect the other way counts as inactive or inconclusive.
SMILES | Eya2 phos inh | TSHR antagonist | TCR act | Integrin act MD | S-ASM inh | A-T KAP1 phos | Mito fusion yeast | BCR signal inh | ELG1 repair inh | Tb PFK inh | PTAP TSG101 blk
CCN(CC)C(=O)c1ccc(N2C(=O)C3CC=C(Cl)CC3C2=O)cc1 (configuration not stated) | 6.7% | 8.7 | 10.9% | -10.5% | 1.6% | 12.3% | -2.9% | 1.5% | 2.4% | -0.8% | -4.9%
COc1ccc2c3c1OC1C(O)C=CC4C(C2)[N+](C)(C)CCC341 (configuration not stated) | 4.0% | 0.0 | 4.6% | -2.6% | 1.1% | -9.1% | 5.3% | 1.2% | 10.7% | 4.1% | -1.9%
Fc1ccccc1N1CCN(Cc2ccc3c(c2)OCO3)CC1 | -7.1% | 7.7 | -1.6% | -5.1% | 2.2% | 1.5% | 5.2% | 1.2% | -18.0% | -4.2% | -0.7%
O=C1/C(=C/c2ccncc2)N2CCC1CC2 | -9.1% | 1.3 | 0.4% | -11.5% | 2.5% | -4.3% | -9.1% | ? | -16.5% | 1.4% | -4.1%
O=C1C=C2C=C[C@@H]3CC2(O1)[C@H]1CCCCN31 | 6.2% | -0.6 | -4.5% | · | 4.0% | 6.7% | 2.5% | -13.0% | ? | -0.4% | 1.2%
N#C/C(=C\C1CC=CCC1)c1nc2ccccc2[nH]1 (configuration not stated) | 3.7% | -13.8 | -1.5% | -70.7%[inhibitor] | -0.1% | 0.0% | 1.0% | ? | 28.8% | -5.4% | -2.6%
Cc1cc(N2C(=O)C3CCCN3C2c2ccc(Cl)c(Cl)c2)no1 (configuration not stated) | 7.0% | -5.0 | · | -22.7% | -2.3% | -0.5% | 2.4% | -3.1% | 6.7% | 0.2% | -4.5%
Cc1cc(/C=C2\C(=O)NC(=O)N(c3cccc(F)c3)C2=O)c(C)n1-c1cc(C(=O)O)cc(C(=O)O)c1 | -26.5% | 5.3 | -5.7% | ? | 1.7% | 4.2% | -0.8% | ? | 9.6% | -12.9% | 1.3%
CC(=O)Nc1ccc(OC(=O)N(C)c2ccc(C)cc2)cc1 | -3.7% | 5.4 | -9.0% | -15.4% | 3.3% | -0.5% | 1.1% | -7.0% | -1.4% | -0.3% | -7.4%
Cc1cc(C)c(-n2c(O)c(/C=N/N3CCCCC3c3cccnc3)c(=O)[nH]c2=O)c(C)c1 (configuration not stated) | 2.7% | 7.2 | 7.4%[46.1 µM] | 9.6% | 3.9% | -5.1% | -0.6% | 0.2% | 10.1% | -3.7% | -2.6%
O=[P+](Cc1ccccc1)Cc1ccccc1 | -0.6% | 2.9 | 2.6% | -16.8% | 0.2% | · | 4.0% | -3.5% | -5.9% | -1.7% | 1.3%
Cc1nc2nc(C)c(CCC(=O)N3CCC4(CC3)OCCO4)c(C)n2n1 | 1.7% | 19.2 | · | 4.2% | 5.1% | -2.3% | -2.2% | 0.4% | -5.4% | 4.1% | ·
CCC1(CC)C(=N)N(C)C(=O)NC1=O | -0.1% | 1.1 | 1.0%[46.1 µM] | 14.2% | -2.7% | 3.2% | -5.2% | -9.8% | 9.2% | -3.2% | 0.1%
CCCCCC(=O)N[C@@H](c1ccccc1)[C@@H](O)C(=O)O[C@H]1C[C@@]2(O)[C@@H](OC(=O)c3ccccc3)C3[C@](C)(C(=O)[C@H](O)C(=C1C)C2(C)C)[C@@H](OC1OCC(O)C(O)C1O)C[C@H]1OC[C@@]31OC(C)=O (some centres not stated) | 11.7% | 26.4 | 10.0% | -51.7%[inhibitor] | -0.7% | 26.6% | 3.5% | -23.2% | -13.3% | -4.8% | 0.1%
CCOc1ccc(-c2cc(C)[n+](CCc3ccc(OC)c(OC)c3)c(-c3ccc(OCC)cc3)c2)cc1 | 2.9% | -3.4 | 10.4% | -29.9% | 1.9% | -5.2% | -8.1% | ? | ? | 0.4% | -2.6%
CC(NCc1ccc(Cl)c(Cl)c1)C(O)c1ccccc1 (configuration not stated) | -30.5% | 0.5 | -1.4% | 7.9% | 7.3% | -1.3% | -2.7% | ? | 4.8% | ? | -4.3%
C/C=C/CC1(CC)C(=O)NC(=S)NC1=O | 13.1% | 7.5 | 2.1% | 4.4% | -0.9% | -18.9% | -1.6% | 0.7% | 7.8% | 8.2% | -10.5%
CCOC(=O)N1CCN(C(C)C(=O)c2c[nH]c3ccccc23)CC1 (configuration not stated) | 11.0% | -2.9 | -3.5% | 15.8% | 4.5% | 10.8% | -0.2% | -1.4% | 1.1% | 1.9% | -2.6%
O=[N+]([O-])c1ccc(-[n+]2c(-c3ccccc3)cc(-c3ccccc3)cc2-c2ccccc2)cc1 | 2.4% | 9.5 | -0.6% | -2.2% | -7.3% | -0.9% | -2.7% | -0.3% | -0.8% | 0.1% | -4.6%
NS(=O)(=O)c1ccc(CCNC(=O)c2ccc(Cl)c(S(=O)(=O)N3CCCCC3)c2)cc1 | -24.2% | -17.7 | -7.5% | -34.5%[inhibitor] | -0.8% | -1.0% | · | -4.4% | 16.4µM* | -1.7% | 79.6%[activator]
Cc1ccc(C2=NN(CCC(=O)N3CCC4(CC3)OCCO4)C(=O)CC2)cc1 | 3.9% | 0.4 | 0.8% | 7.0% | -1.9% | -2.0% | 6.0% | -12.5% | 0.9% | -2.9% | -2.4%
CN(C)C(=O)Oc1ccc2nnc3ccnn3c2c1 | 0.6% | -9.0 | 0.5% | -12.9% | 80.8%[activator] | 17.5% | -1.8% | 1.2% | -2.2% | 2.7% | -0.7%
COC(=O)C1=C(c2cccc(C#N)c2)C[C@@H]2CC[C@H]1N2C(=O)NCCOc1ccccc1Cl | -2.1% | -15.6 | -9.5% | -20.7% | 3.2% | 5.1% | 1.4% | 0.1% | 3.1% | -0.6% | -4.3%
O=C(O)c1ccc2c(c1)C1C(Cl)C(Sc3ccccc3[N+](=O)[O-])CC1C(c1cccc([N+](=O)[O-])c1)N2 (configuration not stated) | -3.1% | 4.1 | 4.5% | 15.2% | -14.9% | 2.8% | 3.3% | -15.0% | 0.2% | ? | -6.2%
Cc1ccc(NC(=O)c2cn(CCC#N)nc2-c2ccc3c(c2)OCCO3)c([N+](=O)[O-])c1 | 11.2% | 28.9 | 1.9%[46.1 µM] | -2.7% | -8.9% | -3.3% | -4.5% | -22.6% | 18.4µM* | -4.9% | -3.7%
Cc1c(C=C2C(=O)N(C)C(=S)N(C)C2=O)c2ccccc2n1CC(=O)NCC1CCCO1 (configuration not stated) | -13.9% | 36.8 | 3.8% | -11.8% | -0.5% | 5.2% | 0.7% | 0.7% | 2.7% | ? | -1.2%
Cc1ccc(-c2nc3ccccc3c(=O)n2-n2cccc2)cc1 | 4.3% | 2.2 | -0.9% | 6.7% | 0.2% | 0.8% | -3.7% | 0.5% | -0.5% | -8.8% | -6.7%
COC(=O)C1=C(c2cccc(OCc3ccccc3)c2)C[C@@H]2CC[C@H]1N2C(=O)NCc1ccccc1C(F)(F)F | 8.2% | -3.4 | 1.8% | -18.0% | -1.1% | 3.0% | 4.3% | -0.6% | -8.5% | 3.3% | -2.6%
CCCCC(=O)N/N=C/c1c(O)n(CC)c(=S)[nH]c1=O | 5.7% | -3.5 | -21.5%[46.1 µM] | -1.0% | -3.3% | 1.7% | -6.4% | 2.5% | 12.4% | -4.4% | 0.4%
COc1ccc(N=Cc2c(O)n(Cc3cccs3)c(=O)[nH]c2=O)cc1 | -4.0% | -1.1 | 4.6% | 2.3% | 228.7%[activator] | 2.2% | 3.3% | 10.0% | 0.0% | -2.6% | -5.3%
Cc1ccc(NP(=O)(Nc2ccc(C)cc2)Oc2ccccc2)cc1 | 0.6% | -10.0 | -2.6% | -19.3% | -11.7% | 6.2% | -3.4% | 0.0% | -20.1% | -4.0% | -5.4%
CN(Cc1ccccc1)Cc1ccccc1OC(=O)N(C)C | -2.8% | -6.2 | 4.4% | 12.0% | 2.6% | 6.6% | -0.3% | -2.3% | 0.2% | -1.6% | -5.2%

# This is a subset; count on the stated rates, not on these rows.
